Dicer inh – inhibitors of Dicer pre-microRNA processing, primary screen, biochemical, cat-ELCCA, chemiluminescence; z-score at 25 µM; Endoribonuclease Dicer (Homo sapiens), Q9UPY3; AID 1347074, 2019; cat-ELCCA pre-miR-21 Dicer processing; active compounds read high; 6% of 47,000 active; in the data active = z-score above about 3, passing the limit was not always enough;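 also: plate controls were vehicle for no effect and no enzyme for full effect; higher signal means more uncleaved substrate so more Dicer inhibition; strong numbers were not always called active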
Starred values were filed as active, the others as inactive. This is a subset; the hit share may differ from the screen's.

SMILES | Dicer inh
CC(NC(=O)/C=C/C(=O)O)c1ccccc1 (configuration not stated) | -1.1
CCC(O)(c1ccccc1)c1ccccc1N (configuration not stated) | -4.4
O=C(O)c1cc(O)ccc1-c1ccc(O)cc1 | 0.62
O=C(O)C1CCCCC1C(=O)Nc1ccccn1 (configuration not stated) | 0.25
COCCCNC(=S)N/N=C/c1cccc(OC)c1O | 4.2*
Cc1nn(-c2ccc(F)cc2F)c(=O)c2nc(-c3ccccc3)sc12 | 0.32
O=C(Nc1ccc(NC(=O)c2ccccc2O)cc1)Nc1ccc(OCc2ccccc2)cc1 | 0.29
O=C(Nc1csnc1-c1c(Cl)cccc1Cl)NN1CCCCC1 | 0.3
COc1ccc([N+](=O)[O-])c(SC(C)C(=O)O)n1 (configuration not stated) | 0.05
Cn1nc(C(C)(C)C)cc1NC(=O)Nc1ccc(OCc2ccccc2)cc1 | 4.3*
Cc1c(-c2ccnn2S(C)(=O)=O)sc2ccccc12 | 0.93
COc1nccc(C(F)(F)F)c1C(N)=O | -0.02
Cc1ccc(C2=CC(c3ccccc3)n3nc(NS(C)(=O)=O)nc3N2)cc1 (configuration not stated) | 0.3
CC(C)NC(=O)c1nn2c(c1Cl)NC(c1ccc(Br)cc1)CC2C(F)(F)F (configuration not stated) | -0.28
NC(=S)c1ncc(C(F)(F)F)cc1N1CCCC1 | 0.07
O=S(=O)(NCc1ccc(-c2cccs2)s1)c1ccc(N2CCOCC2)nc1 | -0.75
Cc1nc(C)c(-c2ccn(C(=O)Nc3c(-c4c(Cl)cccc4Cl)noc3C)n2)s1 | -1.3
CC(C)NC(=O)c1nn2c(C(F)(F)F)cc(-c3cccs3)nc2c1Br | -0.6
COc1cc(C)c(C(C)C)cc1S(=O)(=O)NCCN1CCOCC1 | 0.62
c1ccc(-c2nnc(N3CCc4ccccc43)nc2-c2ccccc2)cc1 | -1.7
CCOC(=O)Cc1csc(NC(=O)c2ccco2)n1 | 0.73
FC(F)(F)c1ccn(-c2ncnc3scc(-c4ccccc4)c23)n1 | -0.78
S=C(NCCc1ccccc1)N/N=C/c1ccc(Cl)cc1 | 2.2
O=C1CC(c2cn(Cc3ccccc3)c3ccccc23)C(=O)N1c1ccc(O)cc1 (configuration not stated) | 5.6*
C=CCSc1nc2c(c(=O)n1C)C1(CCCC1)Cc1ccccc1-2 | 1.4
O=S(=O)(NC1Cc2ccccc2C1)c1cc(C(F)(F)F)ccc1Cl | -3.3
Cc1ccc(S(=O)(=O)n2ccc3cc(N)ccc32)cc1 | 5.7*
Nc1nnc(Sc2nc3cc(Cl)ccc3s2)s1 | 0.32
O=C(CSc1nn2cnnc2s1)N(C1CCCCC1)C1CCCCC1 | 2
CN(CCOC(=O)c1ccco1)C(C)(C)C | 3.4*
CC1CCN(C(=O)c2cc3n(n2)C(C(F)(F)F)CC(c2ccc(Br)cc2)N3)CC1 (configuration not stated) | 5.4*
CCc1cc2c(=O)c(-c3nc(C)cs3)c(C)oc2cc1O | -0.56
O=C(O)c1ccccc1N1C(=O)C2C3c4ccccc4C(c4ccccc43)C2C1=O (configuration not stated) | 4.6*
Cc1ccc(N2C(=O)CC(Nc3ccc(C)c(C)c3)C2=O)c(C)c1 (configuration not stated) | 0.84
CCOC(=O)c1c(NC(=O)c2ccco2)sc(CC)c1C | 0.95
CCOC(=O)c1cnc2cc(-c3ccccc3)nn2c1C | -3.1
O=S(=O)(NCCNc1ncnc2scc(-c3ccccc3)c12)c1ccc(Cl)cc1 | -0.95
Cc1onc(-c2ccccc2)c1NC(=O)N1CCN(C2c3ccccc3-c3ccccc32)CC1 | 0.64
COC(=O)CC1SC(=O)NC1=O (configuration not stated) | 0.37
Cc1ccc(NC(=S)NN=C2CCCCCC2)c(C)c1 | 0.68
CCCC(=O)Nc1cc(C(C)(C)C)on1 | 0.11
COc1ccc(SCCC(=O)NNS(=O)(=O)c2sc3ccc(Cl)cc3c2C)cc1 | -0.16
Cc1ccc(-c2nnc(N3CCOCC3)c3ccccc23)cc1S(=O)(=O)N1CCOCC1 | -1.3
CCOC(=O)C(N)CSC1CC(=O)N(c2ccc(OCC)cc2)C1=O (configuration not stated) | 5.5
CC(C(=O)O)N1C(=O)c2ccccc2C1=O (configuration not stated) | -0.51
NC(=O)CSc1nc(=O)cc(N)n1-c1ccc(F)cc1 | -0.36
CCC(C)OC(=O)C1=C(C)NC(=O)CC1c1ccccc1Br (configuration not stated) | -0.12
CCN1C(=O)C2(/C(=C(/O)c3ccc(Cl)cc3)C(=O)C(=O)N2CCN2CCOCC2)c2ccccc21 (configuration not stated) | 1.2
C=CCOC(=O)C1=C(C)NC2=C(C(=O)CCC2)C1c1ccc(C(=O)OC)cc1 (configuration not stated) | -0.52
Cc1ccc(C(=O)N(c2cccc(Cl)c2)c2nc3ccccc3s2)c([N+](=O)[O-])c1 | -0.06
COc1ccc(-c2oc3ccc(C)cc3c(=O)c2O)cc1 | 0.76
CC(C)n1c(=S)[nH]c2cc(C(F)(F)F)ccc21 | 1.9
O=[N+]([O-])c1cc(Cl)c(N2CCCCC2)cc1N1CCCCC1 | -0.37
CCCCSc1nnc2[nH]c(=O)cc(N)n12 | 2.5
CCCN1C(=O)C(O)(CC(=O)c2ccc(C)o2)c2cc(Br)ccc21 (configuration not stated) | -0.06
COc1ccc(/C(O)=C2/C(=O)C(=O)N(CCc3ccccc3)C2c2ccc(Br)cc2)cc1 (configuration not stated) | 0.38
Cn1c(=O)c2c(ncn2CC(=O)Nc2ccc3c(c2)OCCO3)n(C)c1=O | 0.53
COCCCn1c2c(c(=O)[nH]c1=O)C(c1ccccc1OC)C1=C(N2)c2ccccc2C1=O (configuration not stated) | 0.82
CC12CN3CC(c4ccccc4)(CN(C1)C3c1ccc(O)cc1)C2=O (configuration not stated) | 1.1
CC1(C)C2CCC1(C(=O)O)c1nc3ccccc3nc12 (configuration not stated) | -2

The list goes on.
SMILES | Dicer inh
Cc1nc(C(F)(F)F)nc(Sc2n[nH]c(-c3cc(Cl)cc(Cl)c3)n2)c1C | -0.61
CC12CN3CC(C)(CN(C1)C3c1ccc(O)cc1)C2O (configuration not stated) | 0.36
C(=C\c1ccccc1)/Cn1cnc2ccccc21 | 1.2
Cc1cccc(C)c1NC(=S)N(CCC#N)Cc1ccccc1 | 0.93
CC1CC(=O)Nc2ccccc2N1C(=O)Nc1ccccc1 (configuration not stated) | 0.29
Cc1csc2sc(/C=C(\C#N)S(=O)(=O)c3cccs3)c(C)c12 | 0.35
COCCN1C(=O)c2oc3cc(C)c(C)cc3c(=O)c2C1c1ccc(SC)cc1 (configuration not stated) | -0.06
Cc1onc(-c2c(Cl)cccc2Cl)c1/C(N)=N/OC(=O)C(C)(C)C | 1.8
Cc1ccccc1CNCc1ccc2c(c1)OCO2 | -3.6
N/C(=N\NS(=O)(=O)c1ccc(Cl)cc1)c1ccccn1 | 2.1
CCOC(=O)c1c(C)c(=O)oc2c1c(=O)[nH]n2-c1ccccc1 | -1.1
Clc1ccc(-c2noc(CNC3CCCCC3)n2)cc1 | 1.6
O=C(c1cnn2c(C(F)F)cc(-c3ccccc3)nc12)N1CCc2ccccc2C1 | -0.17
COc1ccc(C2C(C(=O)O)c3ccccc3C(=O)N2C2CCN(Cc3ccccc3)CC2)cc1 (configuration not stated) | 0.59
CN(C)/C=N/c1nc2c(s1)CCc1ccccc1-2 | -4.7

Individual results from the entries so far:
Dicer inh result of Cc1cccc(C)c1NC(=S)N(CCC#N)Cc1ccccc1 stands at 0.93
Dicer inh result of CCOC(=O)c1c(C)c(=O)oc2c1c(=O)[nH]n2-c1ccccc1 stands at -1.1

(cont.)
SMILES | Dicer inh
Cc1ccccc1N1CC(O)=C(c2nc3ccccc3s2)C1=N | 0.86
COC(=O)c1ccc(/C=N/Nc2ccc(C(F)(F)F)cc2)n1-c1ccc(F)cc1 | 2.5
N=C1SCC(=O)N1c1ccc(Cl)cc1Cl | -0.92
Cc1cc(NC(=O)CSc2ccccn2)no1 | 1.6
CCOC(=O)c1cn[nH]c1NC(=S)Nc1ccccc1 | 2.6
CC(C)(COC(=O)Nc1ccc(Cl)cc1)n1cccc1 | 0.34
COc1cc2c(cc1OC)C1(C)N(CC2)C(C(=O)c2ccccc2)=NN1c1ccccc1 (configuration not stated) | -0.89
O=C(c1ccccc1)c1cccc(NC(=O)c2cccnc2Oc2ccccc2)c1 | 0.06
CCOC(=O)c1cnn(-c2ccccc2)c1NC(=O)CN1CCN(C)CC1 | -1.2
Cc1c(C)c(C)c(S(=O)(=O)NC(C)(C)C)c(C)c1C | -0.34
Cc1nn(C(=O)c2cccs2)c(C)c1Cc1c(F)cccc1Cl | -1.8
N#Cc1c(SCc2ccc(Cl)cc2)nsc1SCc1ccc(Cl)cc1 | -1
O=[N+]([O-])c1cc(Cl)ccc1Sc1ccccn1 | 0.16
CN(C)c1nc(Oc2ccc(=O)[nH]n2)nc(N2CCOCC2)n1 | -0.42
Cc1cc(NC(=O)Cc2nn(C)c(=O)c3ccccc23)no1 | 0.19
Cc1ccc2c(c1)-c1cc(C)nn1C(c1ccc(N3CCOCC3)cc1)N2 (configuration not stated) | 0.86
CCOC(=O)c1cnc2cc(C(C)(C)C)[nH]n2c1=O | -0.03
N#C/C(=C\c1ccc(O)cc1)C(N)=S | -0.52
CC(=O)[C@H]1CC[C@H]2[C@@H]3CCC4=CC(=O)CC[C@]4(C)[C@H]3CC[C@]12C | 1.4
CC(=O)Nc1ccc(S(=O)(=O)NC23CC4CC(CC(C4)C2)C3)cc1 | 0.32
O=C(CN1C(=O)CSC1=O)Nc1ccc(F)cc1 | -0.18
CN1C2CCC1/C(=C\c1ccc(F)cc1)C(=O)/C2=C/c1ccc(F)cc1 | -0.83
Cc1oc(-c2ccc(Cl)cc2)cc1COC(=O)Nc1ccccc1 | 0.82
COc1ccc(-c2[nH]ncc2/C=N/NC(=S)NC(C)(C)C)cc1 | -0.03
COC(=O)c1ccc(S(=O)(=O)NCc2ccco2)n1C | 0.4
CSc1nnc(-c2ccc(C(C)(C)C)cc2)o1 | 1.5
COC(=O)C(=O)/C=C(\O)c1c(F)c(F)c(OC)c(F)c1F | 0.75
CC(C)N(Cc1ccccc1)C(=O)Nc1cccc(C(F)(F)F)c1 | -0.52
OCCCc1nc2n(n1)C(c1ccccc1Cl)C=C(c1ccc(F)cc1)N2 (configuration not stated) | 0.95
CCn1c2ccccc2c2nc3cc(OC)c(OC)cc3nc21 | 1.5
O=[N+]([O-])c1ccc2c(c1)CCN2S(=O)(=O)c1ccccc1 | -0.34
COc1ccc(-c2noc(COc3cc(C)cc(C)c3C)n2)cc1OC | 1.5
N#C/C(=C\C(=C\N1CCOCC1)c1ccccc1)c1ccccc1 | -2.4
C=CCn1c(SCc2ccccc2Cl)nc2c1c(=O)[nH]c(=O)n2C | 2.2
O=c1c2ccccc2c(-c2ccccc2)nn1CN1CCCC1 | 0.21
CNNC(=S)Nc1cccc(Cl)c1C | 2.8
O=C(N/N=C/c1ccc(C(F)(F)F)cc1)c1nc2ccccc2nc1C(F)(F)F | -0.2
COC(=O)c1c(C(=O)OC)c2n(c1C)CCS2 | -0.44
Cc1nc(COc2ccc(C(C)(C)C)cc2)ncc1S(=O)(=O)c1ccc(Cl)cc1 | 0.41
CC1(C)C(=S)NC(c2ccccc2)N1O (configuration not stated) | -0.79
CCCCNc1nc(N)ns1 | 0.2
CCN(CC)C(=O)c1[nH]c(C)c(C)c1C | -0.34
CN(C)CCN1C(=O)C(=O)/C(=C(/O)c2ccccc2)C1c1ccc(Br)cc1 (configuration not stated) | 0.89
CCC1CCCN(S(=O)(=O)c2ccc(C)cc2)C1 (configuration not stated) | 0.24
CCOC(=O)c1c(NC(=O)c2cccs2)sc(C(=O)N2CCOCC2)c1C | -0.77
COc1ccccc1C(=O)Oc1ccc2oc(=O)sc2c1 | 2.2
COC(=O)C1=C(Nc2ccc(Cl)cc2)CSC1 | -1.8
O=S(=O)(NC1CCCc2ccccc21)c1cccs1 (configuration not stated) | 0.04
CC(C)(C)NC[C@@H](O)COc1cccc2c1CCCC2=O | 0.43
Cc1ccc(-c2nc(-c3ccc(Cl)cc3)no2)c(Cl)c1 | 0.01
CCCCC1(CNc2ccc(C)c([N+](=O)[O-])c2)C(=O)N(c2ccccc2)N(c2ccccc2)C1=O | 2.2
CC1CCC2C(=O)N(c3ccc(N4C(=O)C5CCC(C)CC5C4=O)cc3)C(=O)C2C1 (configuration not stated) | 2.8
NCCCC(N)(C(=O)O)C(F)F (configuration not stated) | -0.58
CC(=O)/C(=C\N=S(C)(=O)c1ccc(C)cc1)S(=O)(=O)c1ccc(Cl)cc1 (configuration not stated) | -3.6
COc1cccc(SCC(=O)N2CCN(c3ccccc3)CC2)c1 | 2.1
COc1ccccc1C1C(C(=O)OC2CCCCC2)=C(C)NC2=C1C(=O)CC(C)(C)C2 (configuration not stated) | -0.36
O=C1CC(Nc2ccc(Oc3ccccc3)cc2)C(=O)N1c1ccc(Cl)cc1 (configuration not stated) | 0.04

Among those listed so far, these contain an aryl thioether with sulfur outside any ring:
SMILES | Dicer inh
COc1ccc([N+](=O)[O-])c(SC(C)C(=O)O)n1 (configuration not stated) | 0.05
C=CCSc1nc2c(c(=O)n1C)C1(CCCC1)Cc1ccccc1-2 | 1.4
Nc1nnc(Sc2nc3cc(Cl)ccc3s2)s1 | 0.32
O=C(CSc1nn2cnnc2s1)N(C1CCCCC1)C1CCCCC1 | 2
COc1ccc(SCCC(=O)NNS(=O)(=O)c2sc3ccc(Cl)cc3c2C)cc1 | -0.16
NC(=O)CSc1nc(=O)cc(N)n1-c1ccc(F)cc1 | -0.36
CCCCSc1nnc2[nH]c(=O)cc(N)n12 | 2.5
Cc1nc(C(F)(F)F)nc(Sc2n[nH]c(-c3cc(Cl)cc(Cl)c3)n2)c1C | -0.61
COCCN1C(=O)c2oc3cc(C)c(C)cc3c(=O)c2C1c1ccc(SC)cc1 (configuration not stated) | -0.06
Cc1cc(NC(=O)CSc2ccccn2)no1 | 1.6
N#Cc1c(SCc2ccc(Cl)cc2)nsc1SCc1ccc(Cl)cc1 | -1
O=[N+]([O-])c1cc(Cl)ccc1Sc1ccccn1 | 0.16
CSc1nnc(-c2ccc(C(C)(C)C)cc2)o1 | 1.5
C=CCn1c(SCc2ccccc2Cl)nc2c1c(=O)[nH]c(=O)n2C | 2.2
COc1cccc(SCC(=O)N2CCN(c3ccccc3)CC2)c1 | 2.1

Assay outcomes (PubChem BioAssay)
